All columns: NCI-60 one-dose screen, growth in % after 48 h at 10 µM unless noted; 100 = growth as untreated, 0 = no growth, -100 = all killed.
OVCAR-3 – OVCAR-3 ovarian cancer | AID 1794787 | actives 7% (n = 79,000)
SN12C – SN12C renal cancer cells; actives 3.8% (n = 81,000)
NCI-H23 – NCI-H23 lung cancer; actives 4% (n = 80,000); AID 1794731
SK-OV-3 – SK-OV-3 ovarian cancer cells; actives 3.2% (n = 80,000); AID 1794785
IGROV1 – IGROV1 ovarian cancer; actives 4.7% (n = 79,000); AID 1794786
OVCAR-5 – OVCAR-5 ovarian cancer. actives 2.9% (n = 82,000). AID 1794783
NCI-H226 – NCI-H226 lung cancer | actives 3.5% (n = 79,000)
OVCAR-4 – OVCAR-4 ovarian cancer cells; AID 1794784; actives 3.7% (n = 80,000)
NCI/ADR-RES – NCI/ADR-RES ovarian cells; actives 4.4% (n = 81,000)
* hit, by the source's call; x = no result given. How the source made its calls: active means growth percent below 10; inactive means the rest.

SMILES | OVCAR-3 | SN12C | NCI-H23 | SK-OV-3 | IGROV1 | OVCAR-5 | NCI-H226 | OVCAR-4 | NCI/ADR-RES
CN(C)S(=O)(=O)c1ccc(N)c([N+](=O)[O-])c1 | 125 | 114 | 98 | 102 | 80 | 93 | 111 | 102 | 102
Cc1c(-c2nnc(SCCc3ccccc3)n2Cc2ccccc2)nn(-c2ccc(Cl)cc2Cl)c1-c1ccc(Cl)cc1 | 71 | 86 | 73 | x | 88 | 87 | 63 | 69 | 91
COc1cc2c3c(c1OC)-c1cc4c(cc1CC3OCC2)OCO4 (stereo not given) | 111 | 87 | 101 | 118 | 85 | 101 | x | 96 | 107
COc1ccc(CSc2ncnc3nc[nH]c23)cc1 | 100 | 102 | 92 | 114 | 110 | 100 | 89 | 98 | 104
COc1ccc(-c2nc(SCC(=O)Nc3nc4ccc(C)cc4s3)[nH]c(=O)c2C#N)cc1OC | 112 | 96 | 103 | 74 | 96 | 111 | 84 | 105 | 98
COc1ccc(-c2nn(CC(=O)N3CCOCC3)c3ncnc(N)c23)cc1 | 111 | 99 | 98 | 102 | 99 | 98 | 93 | 105 | 110
Cc1cccc(C)c1I | 113 | 105 | 96 | 102 | 102 | 94 | 100 | 102 | 95
CCCCCCCCCCCCCCCc1cccc(O)c1 | 111 | 90 | 109 | 103 | 82 | 124 | 118 | x | 108
CC1=CC(=O)OC1C/C=C(\C)CCC1[C@@]2(C)CCC[C@@](C)(C(=O)O)C2CC[C@@]1(C)O (stereo not given in full) | 56 | 41 | 68 | 98 | 107 | 111 | 44 | 75 | 92
CC(=O)c1nn(-c2ccccc2)c(=Nc2ccccc2)cc1C | 113 | 98 | 107 | 108 | 106 | 91 | 98 | 97 | 100
COc1ccc(C(=O)N2CCN(C(C)=O)C2=O)cc1OC1CCCC1 | 112 | 103 | 113 | x | 107 | 107 | x | 99 | 109
O=C1/C(=C/c2cccc(Cl)c2)Cc2ccccc21 | 105 | 100 | 87 | 101 | 86 | 107 | 96 | 95 | 96
COc1ccc(C(=O)/C=C/c2c(Cl)nc3c(c(C)nn3-c3ccccc3)c2-c2ccc(Cl)cc2)cc1 | 113 | 95 | 88 | 108 | 103 | 95 | 97 | 93 | 100
COc1ccc(C2=CN3CC=CCC3CC2=O)cc1 (stereo not given) | 102 | 97 | 106 | 106 | 111 | 106 | 100 | 109 | 107
O=C(N/N=C/c1ccccc1[N+](=O)[O-])c1cc(-c2nc3ccccc3[nH]2)nc2ccccc12 | x | 89 | 90 | 97 | 80 | 106 | 97 | 76 | 81
O=C1COCCN1c1ccc(Nc2nc(Cl)nc(N3CCOCC3)n2)cc1 | 103 | 102 | 96 | x | 103 | 88 | 87 | 102 | 98
CCCCCCCCCCCCCC[n+]1ccccc1 | -51* | -42* | -12* | -0.1* | -60* | 5.2* | -19* | -6.6* | 73
COc1ccc(NC(C)=O)c(C)c1 | 107 | 95 | 97 | 98 | 99 | 98 | 93 | 94 | 103
C=COC(=O)C(C)(C)C | 107 | 94 | 102 | 107 | 97 | 106 | 109 | 108 | 101
COc1ccc(/C=C/C(=O)c2cccc(B(O)O)c2)cc1O | -6.9* | 29 | 62 | 58 | 18 | 88 | 91 | 74 | 49
Cc1ccc(C(N)=O)cn1 | 124 | 99 | 103 | 114 | 108 | 111 | 102 | x | 104
COc1ccc2c(=O)c(C)c(C(=O)N[C@@H](Cc3ccccc3)C(O)C(=O)NCc3ccccc3)oc2c1 (stereo not given in full) | 127 | 97 | 103 | 107 | 104 | 98 | 98 | 97 | 109
COc1cccc2c1CCC1C2=NN(C(C)=O)C1c1cc(OC)c(OC)c(OC)c1 (stereo not given) | 97 | 96 | 84 | 102 | 87 | 83 | 95 | 87 | 78
COc1ccc(NC(=O)c2ccc(NC3=C(c4ccccc4)C(=O)N(C)C3=O)cc2)cc1 | 90 | 94 | 77 | 68 | 99 | 85 | 89 | 74 | 86
Cc1nn(-c2ccccc2)c2nc3c(nc12)C(=O)CC(C)(C)C3 | 84 | 100 | 96 | 92 | 110 | 101 | 112 | 98 | 101
C=CCSc1nc2ccccc2cc1/C=N/O | 92 | 89 | 82 | 68 | 74 | 79 | 78 | 107 | 97
ClCCn1c[n+](CCCl)c2ccccc21 | 102 | 103 | 92 | x | 118 | 100 | 98 | 98 | 112
CCCOC(=O)c1ccc2c(c1)[N+](=O)C(C(=O)c1ccccc1)=C(C)[N+]2=O | 92 | 95 | 84 | 107 | 91 | 104 | x | 79 | 86
C[C@H](c1nc2ccc(Cl)cn2c1NC(C)(C)C)[C@H]1CC[C@H]2[C@@H]3CCC4=CC(=O)CC[C@]4(C)[C@H]3CC[C@]12C | 98 | 85 | 91 | 91 | 104 | 103 | 70 | 94 | 95
COc1cc(CC(=O)C(=O)O)oc(=O)c1 | 129 | 98 | 106 | 105 | 118 | 97 | 104 | 114 | 105

5 records drawn at random from those above:
SMILES | OVCAR-3 | SN12C | NCI-H23 | SK-OV-3 | IGROV1 | OVCAR-5 | NCI-H226 | OVCAR-4 | NCI/ADR-RES
C=COC(=O)C(C)(C)C | 107 | 94 | 102 | 107 | 97 | 106 | 109 | 108 | 101
C[C@H](c1nc2ccc(Cl)cn2c1NC(C)(C)C)[C@H]1CC[C@H]2[C@@H]3CCC4=CC(=O)CC[C@]4(C)[C@H]3CC[C@]12C | 98 | 85 | 91 | 91 | 104 | 103 | 70 | 94 | 95
O=C1COCCN1c1ccc(Nc2nc(Cl)nc(N3CCOCC3)n2)cc1 | 103 | 102 | 96 | x | 103 | 88 | 87 | 102 | 98
COc1ccc2c(=O)c(C)c(C(=O)N[C@@H](Cc3ccccc3)C(O)C(=O)NCc3ccccc3)oc2c1 (stereo not given in full) | 127 | 97 | 103 | 107 | 104 | 98 | 98 | 97 | 109
COc1ccc(/C=C/C(=O)c2cccc(B(O)O)c2)cc1O | -6.9* | 29 | 62 | 58 | 18 | 88 | 91 | 74 | 49

Next part:
SMILES | OVCAR-3 | SN12C | NCI-H23 | SK-OV-3 | IGROV1 | OVCAR-5 | NCI-H226 | OVCAR-4 | NCI/ADR-RES
COc1ccc(C(=O)COc2ccc(NC(=O)Nc3ccccc3)cc2)cc1 | 104 | 91 | x | 105 | 95 | 99 | 88 | 87 | 86
C=C(C)C(=O)OCCOCCOCCOC(=O)C(=C)C | 116 | 92 | 108 | 102 | 119 | 105 | 92 | 97 | 105
CCOC(=O)CSC(SCC(=O)OCC)=C(C#N)NS(=O)(=O)c1ccc(Cl)cc1 | 104 | 101 | 95 | 98 | 95 | 98 | 62 | 97 | 93
C/C(=N\Nc1nc(-c2ccc(Cl)cc2)cs1)c1nnn(-c2ccc(Cl)cc2)c1C | 103 | 89 | 89 | 108 | 101 | 95 | 88 | 82 | 93
COc1ccc2c(c1)-c1c(OC)c(OC)cc3c1C(C2)OCC3 (stereo not given) | 109 | 85 | 102 | 116 | 83 | 101 | x | 97 | 100
CCOc1ccc2nc(N(C=O)Cc3ccc(C(C)C)cc3)sc2c1 | 105 | 101 | 105 | 112 | 108 | 99 | 101 | 101 | 106
O=C(CSc1nc2ccc([N+](=O)[O-])cc2[nH]1)Nc1cccc(Cl)c1 | 19 | 6.3* | -2.5* | 29 | 38 | 61 | 13 | 2.5* | 25
CCCCCCCC(=O)c1ccccc1 | 101 | 104 | 109 | 110 | 111 | 98 | 98 | 98 | 118
Cc1nc(NC(=O)NC2CCCCC2)sc1C(=O)NNC(=O)NC1CCCCC1 | 86 | 102 | 110 | 103 | 71 | 90 | 99 | 102 | 105
COc1cc2ncnc(Nc3ccc(S(=O)(=O)Nc4cc(C)on4)cc3)c2cc1OCCCN1CCN(c2ccccc2)CC1 | 105 | 102 | 93 | 94 | 111 | 103 | 105 | 115 | 101
c1cc(-c2nc(N3CCOCC3)c3c4c(sc3n2)CCCC4)ccn1 | 99 | 105 | 104 | 87 | 103 | 100 | 84 | 96 | 98
CCOC(=O)C1NNc2c3ncnc-3ncn2C1=O (stereo not given) | 102 | 97 | 102 | 93 | 111 | 106 | 100 | 111 | 106
C=C1C(=O)O[C@H]2[C@H]1CC/C(COC(=O)c1cc3cc(Cl)ccc3[nH]1)=C\CC[C@@]1(C)O[C@@H]21 | -91* | -61* | -65* | 28 | -83* | -70* | -64* | -82* | -35*
Cc1cc(NS(=O)(=O)c2ccc(-c3ccccc3)cc2)c2ccccc2n1 | 97 | 92 | 67 | 83 | 93 | 98 | 83 | 79 | 87
CCC(=O)Oc1ccc(/C(=C(/CC)c2ccccc2)c2ccc(OCCCN(C)C)cc2)cc1 | 104 | 93 | 97 | 81 | 105 | 109 | 90 | 95 | 96

Next part; the last 3 above are carried over.
SMILES | OVCAR-3 | SN12C | NCI-H23 | SK-OV-3 | IGROV1 | OVCAR-5 | NCI-H226 | OVCAR-4 | NCI/ADR-RES
C=C1C(=O)O[C@H]2[C@H]1CC/C(COC(=O)c1cc3cc(Cl)ccc3[nH]1)=C\CC[C@@]1(C)O[C@@H]21 | -91* | -61* | -65* | 28 | -83* | -70* | -64* | -82* | -35*
Cc1cc(NS(=O)(=O)c2ccc(-c3ccccc3)cc2)c2ccccc2n1 | 97 | 92 | 67 | 83 | 93 | 98 | 83 | 79 | 87
CCC(=O)Oc1ccc(/C(=C(/CC)c2ccccc2)c2ccc(OCCCN(C)C)cc2)cc1 | 104 | 93 | 97 | 81 | 105 | 109 | 90 | 95 | 96
Cc1cccc(Cc2ccccc2C(=O)c2cccc3ccccc23)c1 | 100 | 105 | 86 | 96 | 87 | 117 | 85 | 86 | 97
CCOC(=O)c1c2c(n(-c3ccccc3)c1-c1ccccc1)C=CCC2 | 95 | 98 | 92 | 106 | 87 | 93 | 121 | 81 | 95
Nc1cc2c(S(=O)(=O)O)cc(S(=O)(=O)O)cc2cc1S(=O)(=O)O | 113 | 98 | 97 | 98 | 85 | x | 101 | 98 | x
COc1cc(-n2ncc3cc(N)ccc32)cc(OC)c1OC | 96 | 101 | 88 | 103 | 77 | 87 | 76 | 84 | 95
COc1cc2nc(Cc3ccc(C#N)cc3)[nH]c(=O)c2cc1OC | 106 | 108 | 105 | 110 | x | 99 | 115 | 107 | 109
O=C(/C=C/c1cn(-c2ccccc2)nc1-c1ccc(Br)cc1)c1cc2ccccc2oc1=O | x | 100 | 91 | 92 | 93 | 103 | 83 | 94 | 101
O=C1CCSC(=S)N1CCCCN1C(=O)CCSC1=S | 109 | 103 | 103 | 103 | 107 | 115 | 100 | 115 | 104
C=C(C)[C@@H]1CC[C@]2(C(=O)O)CC[C@]3(C)[C@H](CC[C@@H]4[C@@]5(C)CCCNC(C)(C)[C@@H]5CC[C@]43C)[C@@H]12 | 86 | 87 | 87 | 98 | 98 | 108 | 85 | 92 | 89
S=c1[nH]c(=S)c2[nH]cnc2[nH]1 | 115 | 94 | 99 | 88 | 97 | 94 | 91 | 110 | 100
Cc1ccc(C2CC(c3ccc(NC(=S)Nc4ccccc4)cc3)=NN2c2ccc(S(N)(=O)=O)cc2)cc1 (stereo not given) | 2.4* | 28 | 24 | 41 | 19 | 16 | -7.7* | 27 | 7.5*
COC(=S)OC1CC(n2cnc3c(N)ncnc32)OC1CO[Si](C)(C)C(C)(C)C (stereo not given) | 98 | 92 | 101 | 101 | 104 | x | 94 | 104 | 96
O=C1OC(=O)C2C1CC1C(=O)OC(=O)C12 (stereo not given) | 112 | 94 | 107 | 109 | 109 | 100 | 96 | 111 | 103
Cc1nc2cc(Nc3nc(Nc4ccc(F)cc4)nc(-c4cccs4)n3)ccc2n1Cc1ccccc1 | 67 | 70 | x | 95 | 48 | 92 | 65 | 51 | 57
O=C(Nc1ccccc1)c1sc(-c2ccccc2)cc1O | 84 | 105 | 83 | 106 | 92 | 94 | 95 | 91 | 93

Some of these compounds in order of length of the SMILES, smallest number first:
SMILES | OVCAR-3 | SN12C | NCI-H23 | SK-OV-3 | IGROV1 | OVCAR-5 | NCI-H226 | OVCAR-4 | NCI/ADR-RES
COC(=S)OC1CC(n2cnc3c(N)ncnc32)OC1CO[Si](C)(C)C(C)(C)C (stereo not given) | 98 | 92 | 101 | 101 | 104 | x | 94 | 104 | 96
Cc1ccc(C2CC(c3ccc(NC(=S)Nc4ccccc4)cc3)=NN2c2ccc(S(N)(=O)=O)cc2)cc1 (stereo not given) | 2.4* | 28 | 24 | 41 | 19 | 16 | -7.7* | 27 | 7.5*
C=C(C)[C@@H]1CC[C@]2(C(=O)O)CC[C@]3(C)[C@H](CC[C@@H]4[C@@]5(C)CCCNC(C)(C)[C@@H]5CC[C@]43C)[C@@H]12 | 86 | 87 | 87 | 98 | 98 | 108 | 85 | 92 | 89

Screens (PubChem BioAssay)
